MC4R antagonist = blocks human MC4R cAMP signaling. P32245. MC4R-expressing cells, MTII-stimulated cAMP, LANCE TR-FRET. inhibition, % at 6.5 µM. AID 540295. actives 0.48% (n = 360,000);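 active means inhibition above its plate's cutoff, the mean of tested wells on that plate plus 3 SD, cut at about 29% in these data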;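 further: 0% = Melanotan II alone and 100% = Melanotan II plus saturating MCL0020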
Target sequence (P32245 whole entry, looked up): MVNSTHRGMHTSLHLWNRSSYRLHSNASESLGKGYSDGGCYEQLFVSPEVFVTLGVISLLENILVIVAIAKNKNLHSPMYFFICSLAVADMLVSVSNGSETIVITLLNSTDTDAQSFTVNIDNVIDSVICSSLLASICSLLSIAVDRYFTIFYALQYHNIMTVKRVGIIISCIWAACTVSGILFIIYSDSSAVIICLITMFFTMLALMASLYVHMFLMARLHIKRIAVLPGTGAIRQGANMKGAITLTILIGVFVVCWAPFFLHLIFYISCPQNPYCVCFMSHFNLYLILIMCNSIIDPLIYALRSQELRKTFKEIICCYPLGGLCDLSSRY
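material = U2OS cells stably expressing human melanocortin 4 receptor (MC4R) | also added = Melanotan II challenge | dosing = single nominal compound dose of 6.5 µM | detection = TR-FRET with Eu-cAMP and labeled anti-cAMP, 671 nm | replication = singlicate | timing = compound 30 min, challenge 1 h, detection 1 h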
N-glyco inh = blocks N-linked glycosylation in D54 reporter cells; D54 ERlucT glycosylation luciferase reporter, 24 h; percent of 100 nM tunicamycin response; reporter increase, % at 12.5 µM; actives 0.23% (n = 360,000); AID 588692;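 active means mean luciferase reporter signal, scaled so untreated is 0 and the glycosylation-blocking control 100, at or above a set limit in every replicate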;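 further: luciferase carries N-glycosylation sites so blocking glycosylation raises the light; 0% = median of neutral control wells and 100% = median of 100 nM tunicamycin wells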
ABHD5 PLIN5 PPI = blocks binding of human ABHD5 to perilipin-5; inhibition, % at 4 µM; actives 0.78% (n = 360,000); AID 602281; Split G. princeps luciferase complementation, luminescence, 4 h; Q00G26+Q8WTS1;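 active means inhibition above the mean inhibition across every tested compound plus 3 SD, cut at about 22% in these data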;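 further: 0% = DMSO only wells and the 100% control is not disclosed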
CaV13 FRET inh = Disruptors of the CACNA1D IQ motif to Ca2+-dependent inactivation inhibitor domain association, primary screening, Förster resonance energy transfer in intact living …; actives 0.098% (n = 340,000); AID 743397; inhibition, % at 12.3 µM; HEK cells, CFP/YFP FRET ICDI-IQ, plate reader, 10 min; percent FRET-ratio fall versus neutral wells;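 active means mean replicate inhibition of at least 30% and at least 1% of replicates passing that level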;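 further: 0% = median of the neutral control wells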
ABCB6 inh 2 = blocks the human ABCB6 transporter. Q9NP58. K562-ABCB6 porphyrin accumulation, flow cytometry, 1 h; hits give low values. fluorescence ratio to DMSO, % at 10 µM. actives 0.19% (n = 360,000). AID 602162;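 active means fluorescence ratio to DMSO below 75%, the collection mean minus 3 SD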;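 further: signal is porphyrin accumulated inside mitochondria; 100% equals median channel fluorescence of DMSO control wells; lower ratio means ABCB6 inhibition with less porphyrin fluorescence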
MC4R barr agon = activates human MC4R beta-arrestin recruitment; actives 0.98% (n = 360,000); U2OS MC4R beta-arrestin complementation, luminescence; percent of melanotan II response, DMSO zero; activation, % at 8.9 µM;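 active means activation above a per-plate cutoff, the mean activation of sample wells on that plate plus 3 SD, cut at about 8% in these data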
Exocytosis inh = blocks lytic granule exocytosis; TALL-104 LAMP-1 surface exposure, flow cytometry; cells stimulated with thapsigargin and PMA; inhibition, % at 10 µM; actives 0.66% (n = 360,000);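 active means inhibition above about 55%, limit read from the data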
Cardio protect = myocardial damage modulation in H9c2 cells; H9c2 cardiomyocytes, H2O2 injury protection, ATPLite, 2 h; protection from H2O2 cell death, % at 20 µM; actives 0.63% (n = 360,000);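 active means compounds giving at least 50% protection of heart cells from peroxide-induced death in the single-dose screen, raw or plate-pattern-corrected value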;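 further: 0% = DMSO wells with peroxide and 100% = DMSO wells without peroxide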
PDI inh = inhibitors of human protein disulfide isomerase; actives 0.052% (n = 350,000); PDI insulin aggregation turbidity, A650, 90 min; P07237; AID 588391; inhibition, % at 10 µM;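 active means mean inhibition across replicates of 30% or more, whatever share of single replicates reach that level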;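 further: absorbance from insulin aggregation driven by PDI reduction with DTT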
m5-HT2A agonist = agonists of mouse serotonin 5-HT2A receptor (HTR2A); P35363; CHO-K1 mHTR2A beta-arrestin complementation, luminescence; percent of 30 µM serotonin response; activation, % at 7.6 µM; actives 0.66% (n = 360,000); AID 624169;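 active means activation above a run cutoff, the mean activation of all tested compounds plus 3 SD, cut at about 14% in these data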;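 further: 0% = plate median of compound wells and 100% = 30 µM serotonin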
Target sequence (P35363 whole entry, looked up): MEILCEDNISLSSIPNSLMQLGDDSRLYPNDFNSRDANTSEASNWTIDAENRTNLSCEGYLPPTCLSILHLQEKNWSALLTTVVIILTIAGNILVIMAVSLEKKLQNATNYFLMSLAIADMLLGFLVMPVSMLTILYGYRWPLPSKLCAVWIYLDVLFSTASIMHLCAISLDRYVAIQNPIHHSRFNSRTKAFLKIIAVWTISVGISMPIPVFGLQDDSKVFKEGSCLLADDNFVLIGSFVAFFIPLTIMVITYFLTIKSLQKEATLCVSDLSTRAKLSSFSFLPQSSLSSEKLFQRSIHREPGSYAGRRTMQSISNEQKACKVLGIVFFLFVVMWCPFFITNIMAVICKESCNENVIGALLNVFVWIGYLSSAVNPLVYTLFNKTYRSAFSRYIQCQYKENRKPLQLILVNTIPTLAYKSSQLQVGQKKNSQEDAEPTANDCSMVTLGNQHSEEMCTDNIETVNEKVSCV
The depositor's hits bear a star. Hits appear at their usual frequency; 4.2% or so of the library scored in one or more.

Screening Cc1ccccc1CC(=O)N1CCCC1 returned MC4R antagonist 4, N-glyco inh 2, ABHD5 PLIN5 PPI 4, CaV13 FRET inh -20, ABCB6 inh 2 94, MC4R barr agon -0.3, Exocytosis inh -6, Cardio protect -6, PDI inh -14 and m5-HT2A agonist 3.
For CCOC(=O)c1[nH]c(=O)[nH]c1COC(=O)c1cc2ccccc2o1 the results were MC4R antagonist -9, N-glyco inh 1, ABHD5 PLIN5 PPI 2, CaV13 FRET inh -4, ABCB6 inh 2 109, MC4R barr agon 2.7, Exocytosis inh 6, Cardio protect 3, PDI inh 0 and m5-HT2A agonist 2.
For CCCNC1CCS(=O)(=O)C1 (centres undefined) the results were MC4R antagonist 4, N-glyco inh 0, ABHD5 PLIN5 PPI 2, CaV13 FRET inh -1, ABCB6 inh 2 82, MC4R barr agon -0.1, Exocytosis inh -1, Cardio protect -6, PDI inh -1 and m5-HT2A agonist 6.
`CCOC(=O)C1CCCN(C(=O)c2ccc(-c3ccccc3Cl)o2)C1` (centres undefined) gave MC4R antagonist 10, N-glyco inh -6, ABHD5 PLIN5 PPI 9, CaV13 FRET inh -2, ABCB6 inh 2 95, MC4R barr agon -0.8, Exocytosis inh 27, Cardio protect -6, PDI inh -4 and m5-HT2A agonist -6.
Screening O=C(c1cc([N+](=O)[O-])ccc1N1CCCCC1)N1CCCC1 returned MC4R antagonist -2, N-glyco inh 4, ABHD5 PLIN5 PPI 2, CaV13 FRET inh -19, ABCB6 inh 2 98, MC4R barr agon -0.9, Exocytosis inh 11, Cardio protect 0, PDI inh -1 and m5-HT2A agonist 2.
Cc1ccc(C(=O)CC2(O)C(=O)N(C)c3ccccc32)s1 (centres undefined) was read as MC4R antagonist 1, N-glyco inh 0, ABHD5 PLIN5 PPI 2, CaV13 FRET inh 3, ABCB6 inh 2 97, MC4R barr agon 0.5, Exocytosis inh 0, Cardio protect 9, PDI inh -11 and m5-HT2A agonist 1.
Screening CCC(C)SCc1nc2ccccc2[nH]1 (centres undefined) returned MC4R antagonist 7, N-glyco inh 0, ABHD5 PLIN5 PPI -6, ABCB6 inh 2 108, MC4R barr agon -1.8, Exocytosis inh -3, Cardio protect 2, PDI inh 1 and m5-HT2A agonist 0.
`COc1ccccc1-c1cccc([C@@H]2C[C@H]3[C@H](CON3C)CN2C(=O)C(C)(C)C)c1` gave MC4R antagonist 1, N-glyco inh -1, ABHD5 PLIN5 PPI 6, CaV13 FRET inh -5, ABCB6 inh 2 99, MC4R barr agon -1.9, Exocytosis inh -2, Cardio protect 5, PDI inh 17 and m5-HT2A agonist 3.
`O=C(CS(=O)(=O)c1ccccc1)N1CCc2ccccc21` gave MC4R antagonist 13, N-glyco inh -1, ABHD5 PLIN5 PPI -2, CaV13 FRET inh -5, ABCB6 inh 2 93, MC4R barr agon -1.7, Exocytosis inh -2, Cardio protect 1, PDI inh -8 and m5-HT2A agonist -3.
For COc1ccccc1N1CCN(CC(=O)N2N=CCC2c2ccccc2)CC1 (centres undefined) the results were MC4R antagonist 0, N-glyco inh 0, ABHD5 PLIN5 PPI -5, CaV13 FRET inh 4, ABCB6 inh 2 103, MC4R barr agon -0.4, Exocytosis inh 3, Cardio protect -2, PDI inh 3 and m5-HT2A agonist -6.
O=C(NCc1ccccc1)C1=C[C@H](c2csc3ccccc23)C[C@H](OCc2ccc(CO)cc2)O1 was read as MC4R antagonist 22, N-glyco inh 1, ABHD5 PLIN5 PPI 9, CaV13 FRET inh -9, ABCB6 inh 2 91, MC4R barr agon -2.1, Exocytosis inh -2, Cardio protect 2, PDI inh 0 and m5-HT2A agonist -4.
Screening O=C(CN1C(=O)C2(OCCO2)c2cc(Br)ccc21)NO returned MC4R antagonist -13, N-glyco inh 5, ABHD5 PLIN5 PPI 3, CaV13 FRET inh -5, ABCB6 inh 2 91, MC4R barr agon -1.3, Exocytosis inh -7, Cardio protect -1, PDI inh -9 and m5-HT2A agonist 2.
Screening Cc1ccc(-n2nc3c4c(cccc4c2=O)-c2ccccc2-3)cc1 returned MC4R antagonist 8, N-glyco inh -5, ABHD5 PLIN5 PPI -1, CaV13 FRET inh -3, ABCB6 inh 2 92, MC4R barr agon 21*, Exocytosis inh -4, Cardio protect -4, PDI inh -2 and m5-HT2A agonist -6.
For O=C1c2ccccc2-c2c1nc1c([n+]2[O-])CCCC1 the results were MC4R antagonist 2, N-glyco inh -1, ABHD5 PLIN5 PPI -5, ABCB6 inh 2 98, MC4R barr agon -0.8, Exocytosis inh -1, Cardio protect -18, PDI inh 2 and m5-HT2A agonist 4.
For Cc1ccc(S(=O)(=O)NCCc2cc3ccc(C)c(C)c3[nH]c2=O)cc1 the results were MC4R antagonist 9, N-glyco inh 1, ABHD5 PLIN5 PPI 2, CaV13 FRET inh -3, ABCB6 inh 2 89, MC4R barr agon -0.9, Exocytosis inh 3, Cardio protect -7, PDI inh 2 and m5-HT2A agonist 3.
O=C(O)C1CC=CCC1C(=O)NCc1cn2ccccc2n1 (centres undefined) was read as MC4R antagonist -6, N-glyco inh 3, ABHD5 PLIN5 PPI 4, CaV13 FRET inh -5, ABCB6 inh 2 96, MC4R barr agon -0.5, Exocytosis inh -2, Cardio protect 3 and m5-HT2A agonist -4.
O=C(NCCc1ccccc1)c1c[nH]c2ccccc2c1=O was read as MC4R antagonist -2, N-glyco inh 3, ABHD5 PLIN5 PPI -10, CaV13 FRET inh -5, ABCB6 inh 2 91, MC4R barr agon -1.7, Exocytosis inh -1, Cardio protect 12, PDI inh -1 and m5-HT2A agonist 6.
COc1ccc(OCCCC(=O)Nc2nncs2)cc1 was read as MC4R antagonist 1, N-glyco inh 0, ABHD5 PLIN5 PPI 0, CaV13 FRET inh -4, ABCB6 inh 2 99, MC4R barr agon -2.8, Exocytosis inh -2, Cardio protect 5, PDI inh -10 and m5-HT2A agonist 1.
Screening O=C(/C=C/c1ccc(Br)cc1)NCc1cccs1 returned MC4R antagonist 1, N-glyco inh 1, ABHD5 PLIN5 PPI -6, CaV13 FRET inh -2, ABCB6 inh 2 97, MC4R barr agon -0.7, Exocytosis inh -4, Cardio protect -5, PDI inh 9 and m5-HT2A agonist -2.
Screening N#Cc1ccc(CNc2cnccn2)cc1 returned MC4R antagonist 18, N-glyco inh 3, ABHD5 PLIN5 PPI -3, CaV13 FRET inh -6, ABCB6 inh 2 101, MC4R barr agon 1.0, Exocytosis inh 1, Cardio protect 9, PDI inh -4 and m5-HT2A agonist 8.

Random excerpt: 2 compounds from above.
Screening N#Cc1ccc(CNc2cnccn2)cc1 returned MC4R antagonist 18, N-glyco inh 3, ABHD5 PLIN5 PPI -3, CaV13 FRET inh -6, ABCB6 inh 2 101, MC4R barr agon 1.0, Exocytosis inh 1, Cardio protect 9, PDI inh -4 and m5-HT2A agonist 8.
For COc1ccccc1N1CCN(CC(=O)N2N=CCC2c2ccccc2)CC1 (centres undefined) the results were MC4R antagonist 0, N-glyco inh 0, ABHD5 PLIN5 PPI -5, CaV13 FRET inh 4, ABCB6 inh 2 103, MC4R barr agon -0.4, Exocytosis inh 3, Cardio protect -2, PDI inh 3 and m5-HT2A agonist -6.

Going on with the list.
For CC1CCCCN1Cc1c(O)ccc2c(=O)c(-c3ccc(Cl)cc3)coc12 (centres undefined) the results were MC4R antagonist 3, N-glyco inh -1, ABHD5 PLIN5 PPI 3, CaV13 FRET inh -4, ABCB6 inh 2 96, MC4R barr agon -0.9, Exocytosis inh 13, Cardio protect 4, PDI inh 0 and m5-HT2A agonist 0.
O=C1COc2ccc(-c3csc(NCCc4ccccc4)n3)cc2N1 was read as MC4R antagonist 0, N-glyco inh 6, ABHD5 PLIN5 PPI 0, CaV13 FRET inh -3, ABCB6 inh 2 98, MC4R barr agon -0.5, Exocytosis inh -2, Cardio protect -8, PDI inh -3 and m5-HT2A agonist -3.
`O=C(COc1ccccc1Br)NCc1ccco1` gave MC4R antagonist 6, N-glyco inh 0, ABHD5 PLIN5 PPI 12, CaV13 FRET inh -7, ABCB6 inh 2 88, MC4R barr agon 0.2, Exocytosis inh -2, Cardio protect 4, PDI inh 6 and m5-HT2A agonist -9.
CCOc1cc(C2C3=C(CC(C)(C)CC3=O)OC3=C2C(=O)CC(C)(C)C3)cc([N+](=O)[O-])c1O was read as MC4R antagonist 14, N-glyco inh -1, ABHD5 PLIN5 PPI -4, CaV13 FRET inh 8, ABCB6 inh 2 95, MC4R barr agon -0.9, Exocytosis inh 0, Cardio protect 0, PDI inh 1 and m5-HT2A agonist -1.
`C[C@H](CO)N1C[C@H](C)[C@@H](CN(C)Cc2ccncc2)Oc2c(NC(=O)C3CC3)cccc2C1=O` gave MC4R antagonist 7, N-glyco inh 1, ABHD5 PLIN5 PPI 0, CaV13 FRET inh -11, ABCB6 inh 2 91, MC4R barr agon -2.1, Exocytosis inh -1, Cardio protect 4, PDI inh -7 and m5-HT2A agonist 0.
Screening Cc1cc(C)cc(NS(=O)(=O)c2ccc(NC(=S)Nc3ccccc3)cc2)c1 returned MC4R antagonist 6, N-glyco inh 0, ABHD5 PLIN5 PPI 3, CaV13 FRET inh -4, ABCB6 inh 2 98, MC4R barr agon -2.4, Exocytosis inh 5, Cardio protect 0, PDI inh 2 and m5-HT2A agonist -3.
O=C(Nc1cccc(-c2cn3ccsc3n2)c1)c1ccccc1 was read as MC4R antagonist 17, N-glyco inh 1, ABHD5 PLIN5 PPI 0, CaV13 FRET inh -3, ABCB6 inh 2 95, MC4R barr agon -0.6, Exocytosis inh -3, Cardio protect 12, PDI inh 19 and m5-HT2A agonist 1.
O=C(N/N=C/c1ccc(O)c(O)c1)C1c2ccccc2Oc2ccccc21 was read as MC4R antagonist 10, N-glyco inh -6, ABHD5 PLIN5 PPI -6, CaV13 FRET inh -2, ABCB6 inh 2 111, MC4R barr agon -2.9, Exocytosis inh 0, Cardio protect 49, PDI inh 0 and m5-HT2A agonist -7.
NC(=O)c1ccsc1NC(=O)COC(=O)CNC(=O)c1ccc(F)cc1 was read as MC4R antagonist 7, N-glyco inh 1, ABHD5 PLIN5 PPI -5, CaV13 FRET inh -4, ABCB6 inh 2 92, MC4R barr agon -1.6, Exocytosis inh 1, Cardio protect -2, PDI inh 0 and m5-HT2A agonist 4.
`C=CCn1c(SCC(=O)NCC2CCCO2)nnc1C1CCCCC1` (centres undefined) gave MC4R antagonist 16, N-glyco inh 0, ABHD5 PLIN5 PPI 1, CaV13 FRET inh -4, ABCB6 inh 2 98, MC4R barr agon -0.3, Exocytosis inh -1, Cardio protect 4, PDI inh 3 and m5-HT2A agonist 1.
`CCOc1ccc(Cl)cc1-c1cc(C(=O)Nc2ccc(OC)nc2)[nH]n1` gave MC4R antagonist 11, N-glyco inh -4, ABHD5 PLIN5 PPI 0, CaV13 FRET inh -5, ABCB6 inh 2 97, MC4R barr agon -1.6, Exocytosis inh 13, Cardio protect 4, PDI inh 5 and m5-HT2A agonist -6.
